Bioassay records deposited in PubChem BioAssay by several laboratories.
H9c2 protect = myocardial damage modulation in H9c2 cells; H9c2 cardiomyocytes, H2O2 injury protection, ATPLite, 2 h; protection from H2O2 cell death, % at 20 µM; actives 0.63% (n = 360,000); AID 588492;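 active means compounds giving at least 50% protection of heart cells from peroxide-induced death in the single-dose screen, raw or plate-pattern-corrected value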;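 further: 0% = DMSO wells with peroxide and 100% = DMSO wells without peroxide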
ABCB6 inh 2 = inhibitors of human ABC transporter ABCB6. fluorescence ratio to DMSO, % at 10 µM. Q9NP58. actives 0.19% (n = 360,000). K562-ABCB6 porphyrin accumulation, flow cytometry, 1 h; hits give low values;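 active means fluorescence ratio to DMSO below 75%, the collection mean minus 3 SD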;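 further: signal is porphyrin accumulated inside mitochondria; 100% equals median channel fluorescence of DMSO control wells; lower ratio means ABCB6 inhibition with less porphyrin fluorescence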
MC4R ag barr = agonists of human melanocortin 4 receptor (MC4R) beta-arrestin; P32245; U2OS MC4R beta-arrestin complementation, luminescence; percent of melanotan II response, DMSO zero; activation, % at 8.9 µM; actives 0.98% (n = 360,000);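 active means activation above a per-plate cutoff, the mean activation of sample wells on that plate plus 3 SD, cut at about 8% in these data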
ABHD5 PLIN5 PPI = blocks binding of human ABHD5 to perilipin-5; inhibition, % at 4 µM; AID 602281; Split G. princeps luciferase complementation, luminescence, 4 h; actives 0.78% (n = 360,000);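 active means inhibition above the mean inhibition across every tested compound plus 3 SD, cut at about 22% in these data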;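 further: 0% = DMSO only wells and the 100% control is not disclosed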
Glyco luc inh = N-linked glycosylation inhibition. D54 ERlucT glycosylation luciferase reporter, 24 h; percent of 100 nM tunicamycin response. reporter increase, % at 12.5 µM. actives 0.23% (n = 360,000);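 active means mean luciferase reporter signal, scaled so untreated is 0 and the glycosylation-blocking control 100, at or above a set limit in every replicate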;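 further: luciferase carries N-glycosylation sites so blocking glycosylation raises the light; 0% = median of neutral control wells and 100% = median of 100 nM tunicamycin wells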
MC4R antag cAMP = blocks human MC4R cAMP signaling; AID 540295; MC4R-expressing cells, MTII-stimulated cAMP, LANCE TR-FRET; inhibition, % at 6.5 µM; actives 0.48% (n = 360,000);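 active means inhibition above its plate's cutoff, the mean of tested wells on that plate plus 3 SD, cut at about 29% in these data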;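 further: 0% = Melanotan II alone and 100% = Melanotan II plus saturating MCL0020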
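System – human MC4R-expressing U2OS cells · Also added – Melanotan II · Dosing – one concentration, 6.5 µM nominal · Timing – 30-min compound, 1-h challenge, 1-h detection, room temperature · Measured by – Eu-cAMP/anti-cAMP TR-FRET, emission 671 nm · Replicates – singlicate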
CaV13 ICDI inh = Primary screen for inhibitors of IQ motif and Ca2+-dependent inactivation inhibitor domain binding in CACNA1D, Förster resonance energy transfer in living cells, …; inhibition, % at 12.3 µM; actives 0.098% (n = 340,000); AID 743397; HEK cells, CFP/YFP FRET ICDI-IQ, plate reader, 10 min; percent FRET-ratio fall versus neutral wells;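 active means mean replicate inhibition of at least 30% and at least 1% of replicates passing that level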;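 further: 0% = median of the neutral control wells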
Exocytosis inh = lytic granule exocytosis inhibition; TALL-104 LAMP-1 surface exposure, flow cytometry; cells stimulated with thapsigargin and PMA; inhibition, % at 10 µM; actives 0.66% (n = 360,000); AID 651702;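 active means inhibition above about 55%, limit read from the data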
PDI turbidity = inhibitors of human protein disulfide isomerase; P07237; PDI insulin aggregation turbidity, A650, 90 min; inhibition, % at 10 µM; actives 0.052% (n = 350,000); AID 588391;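 active means mean inhibition across replicates of 30% or more, whatever share of single replicates reach that level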;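 further: absorbance from insulin aggregation driven by PDI reduction with DTT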
Target sequence (P07237 whole entry, looked up): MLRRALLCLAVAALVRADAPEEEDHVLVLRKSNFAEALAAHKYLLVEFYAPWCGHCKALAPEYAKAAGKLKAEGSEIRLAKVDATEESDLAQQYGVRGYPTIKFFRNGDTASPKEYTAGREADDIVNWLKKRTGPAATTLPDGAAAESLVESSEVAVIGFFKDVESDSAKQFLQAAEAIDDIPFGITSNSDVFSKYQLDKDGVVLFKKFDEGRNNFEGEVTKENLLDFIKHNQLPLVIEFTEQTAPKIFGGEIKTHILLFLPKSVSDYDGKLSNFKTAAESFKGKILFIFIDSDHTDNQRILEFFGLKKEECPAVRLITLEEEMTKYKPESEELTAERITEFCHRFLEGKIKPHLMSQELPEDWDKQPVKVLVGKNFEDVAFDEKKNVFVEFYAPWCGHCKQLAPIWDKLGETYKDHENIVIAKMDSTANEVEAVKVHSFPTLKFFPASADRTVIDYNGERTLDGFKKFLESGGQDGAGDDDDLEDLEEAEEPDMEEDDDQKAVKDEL
m5-HT2A agonist = activates the mouse 5-HT2A serotonin receptor | P35363 | CHO-K1 mHTR2A beta-arrestin complementation, luminescence; percent of 30 µM serotonin response | activation, % at 7.6 µM | actives 0.66% (n = 360,000);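 active means activation above a run cutoff, the mean activation of all tested compounds plus 3 SD, cut at about 14% in these data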;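 further: 0% = plate median of compound wells and 100% = 30 µM serotonin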
Target sequence (P35363 whole entry, looked up): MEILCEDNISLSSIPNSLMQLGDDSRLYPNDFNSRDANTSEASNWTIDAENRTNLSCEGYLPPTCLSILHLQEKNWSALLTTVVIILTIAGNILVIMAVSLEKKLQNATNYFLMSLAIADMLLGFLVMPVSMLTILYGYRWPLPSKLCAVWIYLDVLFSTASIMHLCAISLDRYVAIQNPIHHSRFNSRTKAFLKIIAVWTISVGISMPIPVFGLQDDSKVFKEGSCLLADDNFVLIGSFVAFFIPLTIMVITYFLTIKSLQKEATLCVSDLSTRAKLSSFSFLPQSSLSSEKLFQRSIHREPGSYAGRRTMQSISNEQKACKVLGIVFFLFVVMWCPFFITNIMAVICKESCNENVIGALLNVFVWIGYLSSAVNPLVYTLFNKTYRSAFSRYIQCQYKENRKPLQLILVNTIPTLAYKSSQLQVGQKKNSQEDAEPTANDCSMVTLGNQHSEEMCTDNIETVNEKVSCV
* hit, by the source's call; x = no result given; + = active, no number.

molecule	MC4R ag barr	H9c2 protect	Glyco luc inh	m5-HT2A agonist	ABHD5 PLIN5 PPI	CaV13 ICDI inh	MC4R antag cAMP	Exocytosis inh	ABCB6 inh 2	PDI turbidity
COc1ccc(S(=O)(=O)N2CCCCC2c2cc(C(=O)NCc3ccccc3)no2)cc1 (configuration not stated)	2.0	-2	-2	2	-5	-5	1	-3	96	3
COc1cc(CNCc2ccc(Br)cc2)cc(OC)c1	-0.4	-6	0	-3	7	-5	2	-5	91	5
CCNC(=S)NNC(=O)c1ccc(S(=O)(=O)NCc2ccco2)cc1	-2.1	-2	0	0	-4	-7	5	6	102	-12
COC(=O)c1sc(C(F)(F)F)c(-c2ccccc2)c1S(=O)(=O)NC(C)(C)C	-2.2	-4	2	-2	-4	-5	3	4	103	-3
O=C(Nc1ccc(C(F)(F)F)cc1)c1cccc(-n2cnnn2)c1	0.1	-6	-6	-8	-3	-5	1	-4	96	-4
COc1cccc(CN2CC(C(=O)N3CCSCC3)CCC2=O)c1 (configuration not stated)	0.1	0	1	1	-6	-11	2	-2	99	2
COc1ccccc1OCc1ccc(C(=O)NC2CCCCC2)o1	0.3	-1	-3	2	5	-19	13	8	94	-4
CC(=O)Nc1ccc(NC(=O)CSc2nnc(NC(=O)C3CC(=O)N(c4ccccc4)C3)s2)cc1 (configuration not stated)	-1.0	2	1	-5	3	-7	9	-1	107	4
CCc1ccc(OCC(=O)OCC(=O)c2ccc3c(c2)NC(=O)CO3)cc1	1.4	0	0	-2	-2	-7	16	-1	100	-3
CN(CCO)S(=O)(=O)c1ccc2c(c1)C(=NN)c1cc(S(=O)(=O)N(C)CCO)ccc1-2	-2.9	9	1	5	4	-19	-10	-2	96	-1
COc1ccc(Cl)cc1NC(=S)Nc1ccc(Cl)cn1	-0.9	0	3	2	-3	-2	4	-3	89	4
C/C(=N/OC(=O)c1ccc(C(F)(F)F)cc1)c1oc(C)nc1C	0.3	4	2	3	-6	-21	0	-2	96	-3

Exported with values under each structure: entries from further up
Values in the order – MC4R ag barr | H9c2 protect | Glyco luc inh | m5-HT2A agonist | ABHD5 PLIN5 PPI | CaV13 ICDI inh | MC4R antag cAMP | Exocytosis inh | ABCB6 inh 2 | PDI turbidity
COc1ccc(Cl)cc1NC(=S)Nc1ccc(Cl)cn1
→ -0.9 | 0 | 3 | 2 | -3 | -2 | 4 | -3 | 89 | 4
CC(=O)Nc1ccc(NC(=O)CSc2nnc(NC(=O)C3CC(=O)N(c4ccccc4)C3)s2)cc1 (configuration not stated)
→ -1.0 | 2 | 1 | -5 | 3 | -7 | 9 | -1 | 107 | 4
COc1cc(CNCc2ccc(Br)cc2)cc(OC)c1
→ -0.4 | -6 | 0 | -3 | 7 | -5 | 2 | -5 | 91 | 5

Continued:
molecule	MC4R ag barr	H9c2 protect	Glyco luc inh	m5-HT2A agonist	ABHD5 PLIN5 PPI	CaV13 ICDI inh	MC4R antag cAMP	Exocytosis inh	ABCB6 inh 2	PDI turbidity
O=C(NCCN1CCN(c2ccccc2F)CC1)c1ccc2nc3ccccc3c(=O)n2c1	-0.9	46	-2	-9	2	-2	13	8	95	2
Nc1ncnc2c1ncn2[C@@H]1O[C@H](CNC(=O)[C@@H]2CCCN2S(=O)(=O)c2ccc(F)cc2)[C@@H](O)[C@H]1O	-0.7	2	1	3	-10	-6	5	-2	95	-2
NC1=NC(=Nc2ccc(S(=O)(=O)N3CCOCC3)cc2)c2ccccc21	-1.3	-2	-3	1	-2	6	10	2	96	1
Cc1cc2c(C)cc(=O)oc2c2c1NCCC2	1.9	-9	1	3	1	33*	9	-4	97	2
Cc1ccc(CN(C(=O)c2cc3ccccc3oc2=O)C2CCS(=O)(=O)C2)cc1 (configuration not stated)	-0.7	13	0	2	-7	-6	4	-1	96	1
COc1ccc(C2CC3(CC(C)(C)NC(=S)N3)Oc3cc(O)cc(C)c32)cc1 (configuration not stated)	-0.2	-5	-9	1	-9	-3	13	7	96	1
Cc1cc(C)cc(NC(=S)NCc2cccn2C)c1	-1.0	8	-3	0	5	-5	3	-1	104	0
CCC1CCCCN1c1ccc([N+](=O)[O-])cc1/C=N/NC(=O)Cn1c2ccccc2c(=O)c2ccccc21 (configuration not stated)	-1.0	-1	2	0	2	-7	-1	1	99	-32
O=C1CC(/C=C/c2ccco2)=Nc2ccccc2N1	-1.1	7	1	-2	20	x	6	-4	106	2
CC1(Cc2ccc(Cl)c(Cl)c2)C(=O)Nc2c(Cl)ccc(Cl)c21 (configuration not stated)	-0.1	-5	-4	2	-7	-4	15	-2	102	2
O=C(Cc1cccs1)NC1(C(=O)NC2CCCC2)CCCCC1	1.9	0	-1	0	-9	-3	12	10	99	2
O=S(=O)(c1cccc2cccnc12)n1cnc2ccccc21	-0.7	0	-1	0	-11	-2	1	0	98	-6
O=S(=O)(c1cccc2cccnc12)N1CCN(Cc2ccccc2)CC1	0.0	2	1	1	0	x	-1	0	99	4
CC(=O)c1cc2c(cc1NS(=O)(=O)c1ccc3c(c1)OCCO3)OCO2	-1.5	-7	2	-5	-3	-8	-5	-1	103	5
CC(C)(C)OC(=O)C[C@@H]1C/C=C\C[C@@H](CC(=O)N(CCO)Cc2ccccc2)C(=O)N[C@H](C(C)(C)C)COC1=O	-1.8	-2	-1	-3	6	-9	6	-4	100	3
O=C(CSc1nnnn1-c1cccc2ccccc12)Nc1ccc(N2CCOCC2)c(Cl)c1	1.5	-7	-2	8	4	-9	-5	-3	96	3
Cc1c2c(n3c(nc4ccccc43)c1C#N)N(CCN1CCOCC1)CC2	4.1	0	1	4	5	+	0	-2	96	2
CC(Sc1nnnn1C1CCCCC1)C(=O)O (configuration not stated)	-1.2	0	0	2	2	-1	-3	0	99	1
COc1cc2nc(Nc3cccc(F)c3)nc(N)c2cc1OC	-0.6	46	3	-4	6	-3	-1	62*	92	1
O=C(NCCS(=O)(=O)N1CCN(c2ccccc2)CC1)C1CC(=O)N(c2ccccc2)C1 (configuration not stated)	0.8	1	1	9	1	-14	10	0	96	1
O=C(N/N=C/c1ccccc1C(=O)O)c1ccncc1	-2.6	5	1	9	3	-3	-1	-12	99	-8
O=C1CC=Nc2ccc([N+](=O)[O-])cc21	-3.1	-1	6	-1	4	-10	7	3	99	1
CCOc1ccc(C(=O)NCC2CCCO2)cc1 (configuration not stated)	-1.3	0	-1	1	6	-4	1	10	102	4
N#Cc1c(-c2ccccc2)ccn(Cc2ccccc2Cl)c1=O	-1.6	-15	1	-4	5	0	2	-1	101	-5
Clc1ccc(Cn2nnc(-c3ccccc3)n2)cc1	-0.3	-1	-1	-3	-12	x	6	3	87	-1
Brc1ccc(-c2nnc(SCCC3OCCCO3)o2)cc1	-0.5	-9	-1	7	1	-5	5	2	99	-2
Nc1ccc2c(c1)[nH]c(=O)c1cc(N)ccc12	-1.7	34	6	-3	7	-10	-9	-7	94	-6
COc1ccc(OC)c(S(=O)(=O)NCC(c2ccc(F)cc2)N2CCN(C)CC2)c1 (configuration not stated)	0.8	1	-1	-11	2	-6	3	1	104	-11
C=CCn1c(N2CCN(c3ccc(OC)cc3)CC2)nc2c1c(=O)n(C)c(=O)n2C	-0.8	-9	0	-2	6	-3	18	-5	97	-2
COc1cc(SC)ccc1C(=O)Nc1ccc(Cl)cn1	-1.1	-26	-18	-4	-7	0	5	-6	96	-6
Cc1cc(NC(=O)c2ccc(COc3ccccc3Cl)o2)no1	2.5	-3	1	2	-3	-6	-4	-1	102	-4
CC(C)(C)c1ccc(C(=O)NC(=O)COC(=O)c2ccco2)cc1	13*	0	1	-5	-1	-6	-7	-6	99	5
CCOc1ccc(C(CC(=O)O)NS(=O)(=O)c2ccc(C)cc2)cc1OC (configuration not stated)	-0.2	-7	1	1	4	0	-3	0	91	13
CC(=O)Nc1ccc(Oc2cc(C#N)c(C#N)cc2N2CCCCCC2)cc1	-3.0	-4	-3	1	4	x	18	2	88	-2
CCOC(=O)c1csc(-n2nc(C)cc2C(F)(F)F)n1	3.1	-2	2	12	-2	-6	5	-2	101	2
O=C(O)c1ccccc1CSc1nnc2c(n1)[nH]c1ccccc12	-3.5	-1	0	-1	-3	-4	15	3	97	1
Cc1cccc(OC(C)C(=O)NCc2ccc(S(N)(=O)=O)cc2)c1 (configuration not stated)	0.0	-2	4	-2	1	-3	3	12	97	-7
O=C1c2ccccc2C(=O)N1c1ccc(Cl)cn1	-1.5	-6	2	3	-3	-4	4	0	96	-3
C/C(=C\C(=O)c1ccccc1)NNc1nc2ccccc2s1	1.8	-8	3	-3	-4	-5	-6	-4	83	-11
O=C(NCc1cccnc1)c1cc(C2CCCN(C(=O)c3ccccn3)C2)on1 (configuration not stated)	-1.3	-3	-1	4	1	-7	2	-3	93	-2
O=C(CN1C(=O)NC(c2ccccc2)(c2ccccc2)C1=O)N1CCN(c2ccccc2F)CC1	0.0	-7	1	0	-4	-6	4	0	100	-1
CCn1c(-c2cccnc2Cl)nc2cc(Cl)c(Cl)cc21	0.0	-1	5	-4	3	-4	11	-3	99	-8
Cc1c(C)n2c(SCC(=O)N3CCCCCC3)nnc2[nH]c1=O	-0.2	9	0	-2	-5	-7	10	-4	99	-18
CCOC(=O)C1=CN(Cc2cccc(F)c2)S(=O)(=O)N(CC)C1c1ccc(F)c(Cl)c1 (configuration not stated)	0.2	-12	-9	-5	-9	-6	-2	14	96	8
COc1cccc(N2CCN(S(=O)(=O)c3cc4c(cc3C)N(C)CCO4)CC2)c1	-0.9	-2	1	-7	3	8	-2	-3	95	x
COC(=O)[C@]12CCCCC=C1N(Cc1ccccc1)C(=O)[C@H](CC(=O)NCCc1ccccc1OC)C2	x	x	x	0	-9	-8	x	1	100	x
CCOC(=O)N1CCN(C(=O)/C=C/c2ccc(C(C)(C)C)cc2)CC1	1.5	-3	1	1	10	-2	-2	-10	96	1
COC(=O)c1ccc(C(=O)NC2CCSc3ccccc32)cc1 (configuration not stated)	-2.3	6	-3	-2	3	-20	9	12	90	8
CS(=O)(=O)c1ccc(Cl)c(NC(=O)c2cccc(N3C(=O)CCC3=O)c2)c1	-1.9	8	2	-5	-7	-7	2	9	102	-4
COC(=O)c1ccc(C2C(C#N)=C(N)Oc3cc(N)ccc32)cc1 (configuration not stated)	-1.3	-3	0	0	8	-3	14	-10	102	-6
Cc1c(Cl)cccc1NC(=O)c1cc(S(=O)(=O)N2CCOCC2)cn1C	0.5	-6	2	1	-6	0	7	0	101	x
O=Cc1ccc(-c2ccc(C(=O)O)cc2)o1	-0.2	-3	3	2	9	-4	2	-1	99	-5
CCOC(=O)[C@]12CCCC=C1N(Cc1cccc3ccccc13)C(=O)[C@H](CC(=O)NCCc1ccccc1OC)C2	x	x	x	-1	10	-5	x	-2	96	x
